# SW480 rereplic: A quantitative high throughput screen for small molecules that induce DNA re-replication in SW480 colon adenocarcinoma cells; SW480 DNA re-replication, Hoechst DNA content imaging, 48 h; Potency, µM (titrated, usually from 46.1 µM), for the others: at the top dose re-replication activation, most hits filed as activators; 1.8% of 340,000 active; AID 624297, 2012; also: potency is read from the fitted curve at half-maximal effect; % of control where 0% means no effect; nearly all actives have a fitted effect of over 55% in size
#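 250 cells/well; 23 nL cpd via pin tool; 48 hr, 37 C, 5% CO2; Hoechst 40 min; imager read of total nuclear intensity, ex 405/em 500-530 nm.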
# HT1080 IDH1KD tx: qHTS for induction of synthetic lethality in tumor cells producing 2HG: qHTS for the HT-1080-IDH1KD cell line; HT-1080 IDH1 knockdown viability, ATP luminescence, 48 h; Potency, µM (series often up to 46.1 µM), without a hit: at the highest dose activity, negative = toxicity, actives largely listed as cytotoxic; 2% of 360,000 active; AID 686971, 2013;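 also: potency is read from the fitted curve at half-maximal effect; 0% = DMSO wells and -100% = cell-free medium wells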
#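 HT-1080-IDH1KD cells (IDH1 knocked down), 750/well in RPMI with 5% FBS, treated with compound 48 h at 37 degrees C. Viability by CellTiter-Glo luminescence, normalised to DMSO and no-cell wells; concentration-response curves classed.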
# HT1080NT lethal: qHTS for induction of synthetic lethality in tumor cells producing 2HG: qHTS for the HT-1080-NT fibrosarcoma cell line; AID 686970, 2013; Potency, µM (highest dose often 46.1 µM), for the others: at the highest dose activity, negative = less viability, most hits filed as cytotoxic; 1.6% of 360,000 active; HT-1080-NT fibrosarcoma viability, CellTiter-Glo ATP luminescence, 48 h;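 also: NT is the 2HG producing partner of a matched IDH1 knockdown line; potency is read from the fitted curve at half-maximal effect; 0% = DMSO-treated cells and -100% = media-only wells without cells; nearly all actives have a fitted effect of over 55% in size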
#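 750 cells/well, RPMI + 5% FBS; 2 h settle, compound pin-transfer, 48 h at 37 degrees C. CellTiter-Glo 10 min RT, luminescence. Normalized to DMSO and media-only wells.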
# MCF10A rereplic: A quantitative high throughput screen for small molecules that induce DNA re-replication in MCF 10a normal breast cells; Potency, µM (top dose mostly 46.1 µM), inactives show top-dose activity, positive = re-replication, usual class: activators; MCF 10A DNA re-replication, Hoechst nuclear intensity, 48 h; 2.9% of 350,000 active; AID 624296, 2012; also: potency is read from the fitted curve at half-maximal effect; % of control where 0% means no effect; nearly all actives have a fitted effect of over 50% in size
# ATXN viability: Viability Counterscreen for Primary qHTS for Inhibitors of ATXN expression; S2 cells (HEK-293 line with an ATXN2-luciferase reporter) viability, CellTiter-Fluor protease fluorescence, 24 h; Potency, µM (titrated, usually from 56.7 µM), hits mostly cytotoxic; 0.49% of 400,000 active; AID 651635, 2014; also: potency is read from the fitted curve at half-maximal effect; nearly all actives have a fitted effect of over 40% in size
# ATXN2 expr inh: Primary qHTS for Inhibitors of ATXN expression; HEK-293 ATXN2-luciferase reporter, luminescence, 24 h; Potency, µM (series often up to 57 µM), for inactives: at the top dose activity change, negative = inhibition, hits mostly inhibitors; 0.72% of 360,000 active; also: potency is read from the fitted curve at half-maximal effect; % is scaled to controls: 0 for no effect and ±100 for the full control effect; nearly all actives have a fitted effect of over 55% in size
#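 qHTS (up to 57 uM final) was run with 24 h compound exposure of reporter cells at 37 °C. Each well was multiplexed: SteadyGlo luminescence measured ATXN2-luciferase expression after a fluorogenic Gly-Phe-AFC viability readout (25 uM final).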
# IL-1B inflam inh: qHTS for Inhibitors of Inflammasome Signaling: IL-1-beta AlphaLISA Primary Screen; THP-1 LPS/ATP IL-1B secretion, AlphaLISA, 16 h; active compounds read low; activity change, % at 57.5 µM; 4.7% of 360,000 active; AID 743279, 2014; in the data active = activity change below about -50%; inconclusive = mostly about -30% to -49%; also: % is scaled to controls: 0 for no effect and ±100 for the full control effect
#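 THP-1 cells pretreated 1 hr with compounds (up to 57.5 uM final), then stimulated with LPS (250 ng/mL final) plus ATP (1.25 mM final); secreted IL-1B measured by AlphaLISA after 16 hr, decreased signal indicating inhibition.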
# KB-3-1 tox: qHTS assay for MDR1-selective chemotherapeutics: Primary screen using the parental adenocarcinoma cell KB-3-1; KB-3-1 viability, CellTiter-Glo ATP luminescence, 72 h; Potency, µM (highest dose often 46.1 µM), without a hit: top-dose activity change, negative = cytotoxic, most hits filed as cytotoxic; 1.4% of 400,000 active; also: potency is read from the fitted curve at half-maximal effect; % is scaled to controls: 0 for no effect and ±100 for the full control effect; nearly all actives have a fitted effect of over 60% in size
#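 Multi-concentration cytotoxicity screen in KB-3-1 cells grown in DMEM lacking phenol red with 10% FBS. After 72 h at 37 °C with compound, ATP-dependent luminescence was recorded.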
# HepG2 tox: qHTS for Inhibitors of TGF-b: Cytotox Counterscreen; HepG2 CAGA-GFP viability, ATP luminescence, 18 h; Potency, µM (top dose mostly 46.1 µM), for the others: at the highest dose activity change, negative = cytotoxicity, actives largely listed as cytotoxic; 0.76% of 410,000 active; AID 588856, 2011; also: potency is read from the fitted curve at half-maximal effect; some results filed as inactive show a strong effect at the top dose
#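 CellTiter-Glo luminescence gave cytotoxicity after 18 hours at 37 degrees C. The cells were HepG2 CAGA-GFP in 1% FBS DMEM, stimulated with 500 pg/mL TGF-beta after compound addition. %Activity was normalised to no-cell wells (complete cell-killing) and DMSO (no toxicity), and curves were fitted and classified.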
# * marks the source's active call; other numbers are inactive results; i = inactive; u = inconclusive; x = no result given; [ ] = dose if it differs, or a comment. Unless noted, calls follow the shape of the dose curve; as a rule, active = well fitted curve in the direction sought with a large enough effect; inconclusive = small, poorly fitted or top-dose-only effect, or another doubt; inactive = no such curve, though single readings can be large; an effect the other way counts as inactive or inconclusive.
SMILES,SW480 rereplic,HT1080 IDH1KD tx,HT1080NT lethal,MCF10A rereplic,ATXN viability,ATXN2 expr inh,IL-1B inflam inh,KB-3-1 tox,HepG2 tox
COCCNC(=O)c1ccc(NS(=O)(=O)c2cc(C)ccc2C)cc1,-2.1%,9.8%,0.2%,2.4%,i,2.2%,14.1,19.2%,6.0%
C[C@H](CO)N1C[C@H](C)[C@@H](CN(C)S(=O)(=O)c2cccc(F)c2)Oc2ncc(Br)cc2C1=O,x,-0.3%,-3.0%,x,i,-4.1%,11.8,-3.7%,-14.1%
CCC(=O)N1c2ccccc2CC1C(=O)NCCc1ccc(Cl)cc1 (configuration not stated),x,x,x,x,i,3.8%,x,3.2%,-1.0%
O=C(CSc1nnc2ccccn12)Nc1ccc2c(c1)OCCO2,u,2.8%,8.2%,19.3%,i,46.0%[activator],-3.6,7.8%,19.3%
C=C(C)CN(CC)C(=O)CN1C(=O)NC2(CCc3ccccc32)C1=O (configuration not stated),-8.3%,6.2%,13.7%,1.5%,i,2.4%,-2.7,1.5%,-0.2%
O=C(Nc1nccs1)C(NS(=O)(=O)c1ccc(Br)s1)c1ccccc1 (configuration not stated),-6.4%,-9.6%,-6.5%,0.5%,i,-4.5%,24.0,-2.4%,-3.6%
COC(=O)c1ccc(-n2c(C)cc(C(=O)CSc3cccc[n+]3[O-])c2C)cc1,-4.0%,-17.7%,-2.3%,1.3µM*,u,-11.0%,10.7,5.5%,-1.0%
COc1ccc(-c2nnc(SCc3cccc(C#N)c3)o2)cc1,6.0%,7.7%,-4.1%,-0.7%,i,1.0%,-15.9,1.6%,-32.9%
COc1ccc(C(CCc2cc(OC)c(OC)c(OC)c2)NC(C)=O)cc1 (configuration not stated),-7.8%,12.0%,16.3%,8.3%,i,-9.0%,-12.2,-0.5%,-5.0%
CC(C)Cn1c([N+](=O)[O-])nc2c1c(=O)[nH]c(=O)n2C,u,16.4µM*,13µM*,11.6µM*,x,u,-97.6*,u,11.2µM*
COc1ccccc1CNS(=O)(=O)CCNC(=O)c1ccccc1,1.9%,17.9%,-3.8%,-15.5%,i,2.2%,-2.8,-2.5%,3.2%
COCCNC(=S)N(CCc1c(C)[nH]c2ccc(F)cc12)Cc1ccco1,-5.7%,0.0%,-5.8%,u,i,x,29.5,-23.5%,-23.1%
O=C(Cc1ccc(NC(=O)C2CCN(C(=O)C3CCCCC3)CC2)cc1)Nc1cccc(C(=O)N2CCCCC2)c1,-6.7%,-2.8%,0.3%,-36.7%[inhibitor],i,8.0%,-3.0,20.7%,-0.4%
Cc1ccc(C(=O)Nc2ccccc2Oc2ccccc2)o1,6.0%,1.2%,8.1%,-20.3%,i,4.1%,18.7,-7.0%,-5.2%
COc1ccccc1-c1nnc(Nc2nc3c(OC)cccc3s2)o1,2.31µM*,0.461µM*,0.92µM*,u,u,-23.9%,80.6,0.411µM*,-24.2%
CCOC(=O)N1CCN(C(=O)COc2ccccc2[N+](=O)[O-])CC1,1.4%,-7.4%,7.4%,0.0%,i,7.2%,11.7,-2.4%,-2.0%
CCN(CC)c1ccc(/C=N/N2CCOCC2)cc1,-7.3%,-8.1%,-1.7%,3.1%,i,27.2%,0.0,8.6%,-20.3%
Cc1cc(C)c(C)c(S(=O)(=O)N2CCN(C(=O)C3CCC3)CC2)c1C,-27.4%,-22.4%,-3.4%,-4.7%,i,-17.7%,-2.3,u,-15.8%
CNS(=O)(=O)c1cccc(C(=O)OCC(=O)c2cc(C)n(CC3CCCO3)c2C)c1 (configuration not stated),-4.4%,-3.4%,-6.9%,-5.6%,u,-11.0%,-1.3,14.5%,-0.9%
CNC(=S)N(CCc1c(C)[nH]c2ccc(F)cc12)Cc1ccco1,-5.6%,-22.3%,-11.9%,1.9%,i,-14.9%,-18.4,-24.5%,-16.8%
O=C1CC[C@@H](CN(Cc2ccccn2)Cc2nc(-c3ccc(C(F)(F)F)cc3)no2)N1,-2.8%,3.9%,-7.6%,-3.4%,i,x,33.2,25.8%,0.1%
O=C(NN=C1CCCC1)c1cc(O)cc(O)c1,-0.5%,15.7%,9.2%,-10.5%,i,1.7%,5.5,-9.5%,-14.7%
CCCCCCN1CCN(C2CN(Cc3cn(Cc4ccc(F)cc4)nn3)S(=O)(=O)C2)CC1 (configuration not stated),x,-1.3%,0.1%,x,i,-4.4%,18.3,-1.0%,x
O=C(O)c1cc(-c2ccccc2)nc(-c2ccccc2)c1,u,-19.1%,-20.0%,u,u,-10.7%,15.2,-0.1%,-0.8%
COc1cc2c(cc1NC(=O)C(C)N1CCN(S(=O)(=O)c3ccc(C)c(C)c3)CC1)oc1ccccc12 (configuration not stated),-0.1%,-1.5%,-2.8%,12.5%,i,30.1%,0.7,2.6%,-15.5%
# Next structures
SMILES,SW480 rereplic,HT1080 IDH1KD tx,HT1080NT lethal,MCF10A rereplic,ATXN viability,ATXN2 expr inh,IL-1B inflam inh,KB-3-1 tox,HepG2 tox
Cn1c(SCC(=O)NCc2ccc3c(c2)OCO3)nnc1-c1cc2ccccc2cc1O,-8.6%,-9.0%,-8.9%,0.3%,x,x,-0.8,-7.8%,-29.9%
COc1ccc2c(c1)CCCC21NC(=O)NC1=O (configuration not stated),-2.9%,12.2%[9.24 µM],6.1%,0.8%,i,8.3%,0.0,16.8%,-1.0%
Nc1ccc(C(=O)N2CCCC2)cc1CS(=O)(=O)c1ccc(Cl)cc1,-90.5%[inhibitor],4.8%,18.5%,-3.8%,i,1.7%,16.2,3.3%,8.5%
Cc1cc(C)n(-c2nc3sc4c(c3c3nnc(SCC(N)=O)n23)CC(C)(C)OC4)n1,4.1%,-1.4%,-3.3%,9.5%,i,2.6%,-21.5,3.7%,-19.1%
O=C(CSc1nnc(-c2cccs2)n1-c1ccccc1)NCc1ccc2c(c1)OCO2,0.1%,0.5%,-0.9%,u,i,2.1%,u,8.1%,-11.5%
COC(=O)c1c(NC(=O)CC2SC(N)=NC2=O)sc2c1CCC(C)C2 (configuration not stated),-3.3%,-23.1%,-26.8%,u,i,-21.3%,u,8.3%,14.0%
CC(=O)c1cccc(NC(=O)NCc2cccnc2)c1,-12.8%,10.9%,-2.4%,1.9%,i,6.2%,6.6,23.7%,-3.2%
Cc1cc(C(=O)N/N=C/c2ccc([N+](=O)[O-])s2)c2ccccc2n1,25.2%,u,u,u,u,u,-78.7*,u,-92.3%
Nc1ncnc2nc(SCC(=O)Nc3cccc(C(F)(F)F)c3)[nH]c12,-6.6%,-12.3%,-2.5%,9.3%,i,-11.2%,20.7,17.7%,-10.4%
CC(C)(O)[C@H](O)COc1c2occc2cc2ccc(=O)oc12,u,8.7%,6.9%,-4.8%,i,8.9%,-4.3,0.0%,-15.7%
O=C(CN1CCOCC1)NCC12CC3CC(CC(C3)C1)C2,-2.5%,1.8%,0.4%,13.8%,i,3.9%,-12.9,-2.2%,-5.3%
O=c1c2ccccc2[nH]c(=S)n1CCN1CCN(Cc2ccccc2)CC1,-0.8%,u,-2.3%,2.4%,i,-7.1%,-5.5,3.7%,-12.4%
Cc1cc(NS(=O)(=O)c2ccc(NS(=O)(=O)c3cc(C)c(Cl)cc3Cl)cc2)no1,-0.3%,15.1%,7.4%,11.7%,i,-1.8%,23.9,3.0%,-1.2%
Cc1ccc(NC(=O)CCN2CCN(CCO)CC2)cc1Br,0.1%,-8.2%,-8.2%,11.0%,i,-13.0%,-28.0,-14.0%,-14.6%
Cc1cccn2c(=O)c3cc(S(=O)(=O)c4ccc(Br)cc4)c(=N)n(C4CCCC4)c3nc12,-24.7%,0.0%,9.2%,9.5%,i,x,36.7,-16.8%,5.1%
COC(=O)c1sc2nc3c(cc2c1N)COC(C)(C)C3,-5.9%,2.1%,11.8%,-2.8%,i,51.0%[activator],12.1,3.2%,-1.5%
NS(=O)(=O)c1ccc(NC(=O)COC(=O)c2ccc([N+](=O)[O-])s2)cc1,16.4µM*,2.1%,-2.1%,3.6%,i,-15.7%,57.6,-7.1%,-35.4%
O=C(CN(Cc1ccco1)C(=O)c1ccc(Cl)cc1)Nc1c(Cl)cc(Cl)cc1Cl,7.2%,2.3%,0.2%,18.9%,i,-27.1%,3.5,-4.9%,0.1%
CN(CC(=O)Nc1ccc(F)c(F)c1F)C(=O)c1nn(Cc2ccccc2)c(=O)c2ccccc12,-2.0%,-3.9%,-4.5%,2.0%,u,x,-2.9,4.8%,-10.8%
CN(C)CCCN(C(=O)c1ccc2c(c1)CCCC2)c1nc2ccc(Cl)cc2s1,u,u,u,u,x,u,-123.5*,u,-97.6%
COc1ccc(NS(=O)(=O)c2cc(C(=O)N(C)CCc3ccccn3)ccc2Cl)cc1,117.1%,13.7%,-4.4%,11.1%,i,-19.0%,16.8,-5.8%,-50.9%
Cc1ccc(-c2nc3c(c(SCC(=O)N4CCCC4)n2)COC(C)(C)C3)cc1,x,8.0%,9.8%,x,u,x,-16.0,-2.8%,27.8%

# Gathered by group: the entries above containing a CF3 group (2)
SMILES,SW480 rereplic,HT1080 IDH1KD tx,HT1080NT lethal,MCF10A rereplic,ATXN viability,ATXN2 expr inh,IL-1B inflam inh,KB-3-1 tox,HepG2 tox
O=C1CC[C@@H](CN(Cc2ccccn2)Cc2nc(-c3ccc(C(F)(F)F)cc3)no2)N1,-2.8%,3.9%,-7.6%,-3.4%,i,x,33.2,25.8%,0.1%
Nc1ncnc2nc(SCC(=O)Nc3cccc(C(F)(F)F)c3)[nH]c12,-6.6%,-12.3%,-2.5%,9.3%,i,-11.2%,20.7,17.7%,-10.4%
